Screening results from PubChem.
ROC1-CUL1 inh: inhibitors of human ROC1-CUL1 ubiquitin ligase activity; inhibition, % at 10 µM; 140,000 compounds, 0.6% hits; in vitro K48 di-Ub FRET, acceptor:donor ratio, 45 min; P62877+Q13616; in the data active means inhibition above about 25%
Target sequence (P62877 whole entry, looked up): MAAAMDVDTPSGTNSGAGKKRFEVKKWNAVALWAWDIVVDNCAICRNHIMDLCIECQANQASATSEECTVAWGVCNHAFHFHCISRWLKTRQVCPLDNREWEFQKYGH
Target sequence (Q13616 whole entry, looked up): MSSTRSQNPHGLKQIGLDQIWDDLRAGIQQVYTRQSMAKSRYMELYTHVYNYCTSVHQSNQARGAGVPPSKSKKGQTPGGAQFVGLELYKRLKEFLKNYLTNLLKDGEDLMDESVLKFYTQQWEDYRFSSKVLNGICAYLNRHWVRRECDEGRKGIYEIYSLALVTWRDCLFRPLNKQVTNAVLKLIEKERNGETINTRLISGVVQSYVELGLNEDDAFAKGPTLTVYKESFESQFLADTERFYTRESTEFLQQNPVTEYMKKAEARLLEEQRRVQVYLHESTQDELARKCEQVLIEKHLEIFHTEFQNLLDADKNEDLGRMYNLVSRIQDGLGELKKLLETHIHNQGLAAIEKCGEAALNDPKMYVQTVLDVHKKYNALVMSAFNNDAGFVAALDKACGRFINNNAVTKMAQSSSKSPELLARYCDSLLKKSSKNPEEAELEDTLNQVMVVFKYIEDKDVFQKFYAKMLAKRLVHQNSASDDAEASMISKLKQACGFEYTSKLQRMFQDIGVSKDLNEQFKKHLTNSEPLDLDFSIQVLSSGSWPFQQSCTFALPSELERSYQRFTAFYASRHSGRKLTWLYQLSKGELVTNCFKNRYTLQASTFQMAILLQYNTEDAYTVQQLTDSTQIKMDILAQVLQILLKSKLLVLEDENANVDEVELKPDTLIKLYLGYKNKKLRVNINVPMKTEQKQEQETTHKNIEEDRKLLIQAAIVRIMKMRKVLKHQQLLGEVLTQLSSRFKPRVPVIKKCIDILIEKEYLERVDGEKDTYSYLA
An asterisk follows results filed as active.

For Cc1ccc(N2NC(=O)/C(=C/c3ccc(N(C)CCC(C)C)cc3)C2=O)cc1C the results were ROC1-CUL1 inh 17.
For CCOc1cc2c(cc1CC1=NC(=O)NC1=O)OCO2 the results were ROC1-CUL1 inh 1.
For O=C(CCc1ccccn1)NCc1cccnc1Oc1ccccc1F the results were ROC1-CUL1 inh 4.
CC[N+](CC)(CC)CCOC(=O)c1cc(OC)c(OC)c(OC)c1 was read as ROC1-CUL1 inh 6.
For CC(C)c1ccc(NC(=O)C2CCCN(S(=O)(=O)c3ccc(Br)s3)C2)cc1 (stereo unspecified) the results were ROC1-CUL1 inh 1.
`Cc1cc(OCC(=O)N(Cc2ccc(N(C)C)cc2)C2CCS(=O)(=O)C2)cc(C)c1Cl` (stereo unspecified) gave ROC1-CUL1 inh 5.
CCNC(=O)c1ccc2c(c1)CCN2S(=O)(=O)c1ccccc1 was read as ROC1-CUL1 inh 8.
For COc1ccc(N(CC(=O)N2CCN(c3ccc(F)cc3)CC2)S(=O)(=O)c2c(C)nn(C)c2C)cc1 the results were ROC1-CUL1 inh 6.
`CCCCCn1c(=O)[nH]c2cc(C(=O)NCc3ccccc3)ccc2c1=O` gave ROC1-CUL1 inh -2.
Screening Cc1ccc(NC(=O)c2c(C)coc2C)c(C)c1 returned ROC1-CUL1 inh -5.
For COC(=O)[C@@H]1CCCN1Cc1ccc2c(c1)CN(Cc1ccc(OC)c(OC)c1Cl)CCO2 the results were ROC1-CUL1 inh 2.
`Cc1csc2nc(COC(=O)CNC(=O)c3ccc(F)cc3)cc(=O)n12` gave ROC1-CUL1 inh -2.
For COC(=O)C1CCN(CC(O)COc2cccc(CNC3CCOCC3)c2)CC1 (stereo unspecified) the results were ROC1-CUL1 inh 0.
S=C1CC(c2ccccc2)Sc2ccccc2N1 (stereo unspecified) was read as ROC1-CUL1 inh -2.
Screening COc1cc(NC(=O)N2CCC3(CC2)Nc2ccccc2-n2cccc23)cc(OC)c1OC returned ROC1-CUL1 inh -8.
CSc1ncc(C(=O)Nc2ccccc2C(F)(F)F)c(-c2ccccc2)n1 was read as ROC1-CUL1 inh -3.
Screening COc1ccc(F)c(-c2nc(CN3CCC[C@H]3CO)c(C)o2)c1 returned ROC1-CUL1 inh 3.
O=C(O)C1Cn2c(nc3c(c2=O)C2(CCCC2)Cc2ccccc2-3)S1 (stereo unspecified) was read as ROC1-CUL1 inh 13.
O=C(CN1CCc2ccccc21)NC1CCCCCC1 was read as ROC1-CUL1 inh -5.
C=CCN=Cc1ccc2oc(C(=O)OCC)c(C)c2c1Cl was read as ROC1-CUL1 inh -3.

Reprinted at random: 5 compounds from above
`CCCCCn1c(=O)[nH]c2cc(C(=O)NCc3ccccc3)ccc2c1=O` gave ROC1-CUL1 inh -2.
CCNC(=O)c1ccc2c(c1)CCN2S(=O)(=O)c1ccccc1 was read as ROC1-CUL1 inh 8.
O=C(O)C1Cn2c(nc3c(c2=O)C2(CCCC2)Cc2ccccc2-3)S1 (stereo unspecified) was read as ROC1-CUL1 inh 13.
For O=C(CCc1ccccn1)NCc1cccnc1Oc1ccccc1F the results were ROC1-CUL1 inh 4.
For CCOc1cc2c(cc1CC1=NC(=O)NC1=O)OCO2 the results were ROC1-CUL1 inh 1.

At a glance, part of the list above.
For Cc1ccc(N2NC(=O)/C(=C/c3ccc(N(C)CCC(C)C)cc3)C2=O)cc1C the results were ROC1-CUL1 inh 17.
For CCOc1cc2c(cc1CC1=NC(=O)NC1=O)OCO2 the results were ROC1-CUL1 inh 1.
For O=C(CCc1ccccn1)NCc1cccnc1Oc1ccccc1F the results were ROC1-CUL1 inh 4.
CC[N+](CC)(CC)CCOC(=O)c1cc(OC)c(OC)c(OC)c1 was read as ROC1-CUL1 inh 6.

(list continues)
Screening C[C@@H]1CN(Cc2nnnn2CC(=O)N2CCN(C3CCCCC3)C(=O)C2)C[C@H](C)O1 returned ROC1-CUL1 inh 0.
Screening CCS(=O)(=O)N1CCC(C(=O)Nc2ccccc2Cl)CC1 returned ROC1-CUL1 inh 13.
Screening COc1ccc(S(=O)(=O)c2nnn(-c3ccc(C(C)C)cc3)c2C)cc1 returned ROC1-CUL1 inh -4.
Screening CN1C(=O)C(C(=NCc2ccccc2)c2nn[nH]n2)C(=O)c2ccccc21 (stereo unspecified) returned ROC1-CUL1 inh 3.
`COc1cc(NC(=O)c2ccc(-c3nc(CSc4ccccc4)c(C)o3)cc2)cc(OC)c1` gave ROC1-CUL1 inh -4.
`COc1cccc(NC(=O)c2ccc3c(c2)CCN3S(C)(=O)=O)c1` gave ROC1-CUL1 inh -7.
COCCNS(=O)(=O)c1ccc(N2CCCC2=O)cc1 was read as ROC1-CUL1 inh -9.
For CC(=O)Nc1ccc(S(=O)(=O)Nc2nc3n(n2)C(c2ccccc2)CC(c2ccc(Cl)cc2)=N3)cc1 (stereo unspecified) the results were ROC1-CUL1 inh 0.
Screening Cc1cccc(-n2ncc(C(=O)N3CCc4ccccc4C3)c2C2CCN(C(=O)OC(C)(C)C)CC2)c1 returned ROC1-CUL1 inh 0.
O=C(Nc1ccnn1C1CCN(C(=O)c2ccco2)CC1)c1ccc2c(c1)OCO2 was read as ROC1-CUL1 inh -7.
`C/C(=N\N=C1/NC(=O)CC(C(=O)Nc2ccc(C(=O)O)cc2)S1)c1ccc(F)cc1` (stereo unspecified) gave ROC1-CUL1 inh 3.
CCCSc1nnc2c(n1)OC(c1ccc(Br)s1)Nc1ccccc1-2 (stereo unspecified) was read as ROC1-CUL1 inh -2.
For Cc1ccccc1OCC(=O)NC(C)C(=O)N/N=C\c1ccc2c(c1)n(C)c(=O)n2C (stereo unspecified) the results were ROC1-CUL1 inh 9.
For Cc1noc(Cn2c(=O)c3ccccc3n(CC(=O)Nc3cc(Cl)ccc3C)c2=O)n1 the results were ROC1-CUL1 inh -6.
`Cc1cc(-c2ccccc2)nc2oc3c(=S)nc[nH]c3c12` gave ROC1-CUL1 inh 9.
`COc1cc2[nH]c(=O)c3sc4cc(OC)c(OC)cc4c3c2cc1OC` gave ROC1-CUL1 inh -11.
Screening COc1cc(CNC2CCC2)ccc1OCC(O)CN1CCSCC1 (stereo unspecified) returned ROC1-CUL1 inh 10.
`COCCC1CCCCN1C(=O)c1coc(COc2cccc(F)c2F)n1` (stereo unspecified) gave ROC1-CUL1 inh 5.
`COc1ccc(-c2cc3nc(C)c(CCC(=O)N4CCN(c5ccccc5)CC4)c(C)n3n2)c(OC)c1` gave ROC1-CUL1 inh 2.
CCc1ccc(OCc2nnc(SCC(=O)Nc3cc(Cl)ccc3OC)n2C)cc1 was read as ROC1-CUL1 inh 4.
For CCN(CC)S(=O)(=O)c1ccc(NC(=O)C(C)SCc2ccccc2)cc1 (stereo unspecified) the results were ROC1-CUL1 inh -2.
COC(=O)c1cc2sccc2n1CC(=O)Nc1ccc(OC)c(OC)c1 was read as ROC1-CUL1 inh 3.
Screening Cn1c(=O)c(=O)n(C)c2cc(S(=O)(=O)N3CCCC3C(=O)Nc3ccc(F)cc3)ccc21 (stereo unspecified) returned ROC1-CUL1 inh -1.
For COc1cc(-c2ccc(C)s2)cc2c1OCCN(Cc1ccc(F)c(F)c1)C2 the results were ROC1-CUL1 inh -2.
`Cc1ccc(Oc2ccc(NC(=O)c3ccccc3Cl)cc2)cc1` gave ROC1-CUL1 inh -3.
For CC(C)(C)c1ccc(O)c(N=C/C=C/c2ccc([N+](=O)[O-])cc2)c1 the results were ROC1-CUL1 inh -1.
For O=C(NC(=S)Nc1ccc(CN2CCCCC2)cc1)c1cc2ccccc2o1 the results were ROC1-CUL1 inh -2.
N#Cc1c(C(F)(F)F)cc(-c2cccs2)nc1SCc1ccccc1F was read as ROC1-CUL1 inh 1.
For O=C(O)c1ccc2c(c1)C(=O)c1ccccc1S2(=O)=O the results were ROC1-CUL1 inh 3.
`Cc1nc2sccn2c1CN1CCC(CCC(=O)NCC2CCCO2)CC1` (stereo unspecified) gave ROC1-CUL1 inh 5.
`Cc1cc(CN2CCCC(CNC(=O)c3cccc(C(F)(F)F)c3)C2)n[nH]1` (stereo unspecified) gave ROC1-CUL1 inh -8.
Screening COc1ccc(N(CC(=O)N/N=C/c2cccnc2)S(=O)(=O)c2ccc(C)cc2)cc1OC returned ROC1-CUL1 inh 5.
CCOC(=O)C1(Cc2ccc(OC)cc2)CCN(C(=O)CN2CCCCC2=O)CC1 was read as ROC1-CUL1 inh -3.
Screening O=C(Nc1cc(C(F)(F)F)ccc1Cl)c1nc2nc(-c3ccccc3)cc(C(F)(F)F)n2n1 returned ROC1-CUL1 inh -6.
For Cc1cc(NC(=S)NC(=O)C(C)(C)C)cc(-c2nc3ccccc3s2)c1O the results were ROC1-CUL1 inh 0.
Cc1cc(C(=O)N2CCC(C3CCN(CC(C)C)CC3)C2)n(C)n1 (stereo unspecified) was read as ROC1-CUL1 inh 0.
CCCc1[nH]nc2c1C1(CCC(C(=O)OCC)CC1)C(C#N)C(=N)O2 (stereo unspecified) was read as ROC1-CUL1 inh 4.
`Cc1cc2nn(-c3ccc(Cl)cc3)nc2cc1NC(=O)C(C)C` gave ROC1-CUL1 inh 7.
CC(C)(C)c1ccc(S(=O)(=O)Nc2cc(SCC(=O)O)c(O)c3ccccc23)cc1 was read as ROC1-CUL1 inh 92*.
Screening COc1cccc2c(C)nc(Nc3nc4c(c(=O)[nH]3)CCCC4)nc12 returned ROC1-CUL1 inh 0.
Screening CCn1c(C)c(C)c2cc(C(=O)NCCCN3CCCCC3C)ccc21 (stereo unspecified) returned ROC1-CUL1 inh -3.
`Clc1ccccc1OCc1nn2c(-c3ccccc3)nnc2s1` gave ROC1-CUL1 inh -14.
For O=C1/C(=C/c2ccc(F)cc2)CSc2ccccc21 the results were ROC1-CUL1 inh 4.
`COc1cccc(CN2CCCC3(CCN(Cc4nccn4C)C3)C2=O)c1` (stereo unspecified) gave ROC1-CUL1 inh 1.
`COc1ccccc1-c1cc(C(=O)NCCc2ccccc2)no1` gave ROC1-CUL1 inh 1.
CCOC(=O)c1ccccc1NC(=O)NCc1cccn1Cc1ccc(F)cc1 was read as ROC1-CUL1 inh -4.
O=c1c(=O)n(-c2ccc(F)c(F)c2)ccn1Cc1ccc(F)cc1Cl was read as ROC1-CUL1 inh -9.
For COc1cc(NC(=O)C2CC(=O)NC(=N)S2)cc(OC)c1 (stereo unspecified) the results were ROC1-CUL1 inh -1.
For CCN1CCN(C2CCN(c3nccc(-c4cnn(C)c4)n3)CC2)CC1 the results were ROC1-CUL1 inh -7.
`CC(=O)N(C)c1ccc(NC(=O)COc2ccc(Br)c(C)c2)cc1` gave ROC1-CUL1 inh 12.
Screening Cc1sc2c(c1C)c(=O)n(-c1ccc(Cl)cc1)c(=O)n2Cc1c(F)cccc1Cl returned ROC1-CUL1 inh -1.
For CCOc1ccc2nc(N3CCCC(N(C)Cc4nccn4CC)CC3)nc(C)c2c1 (stereo unspecified) the results were ROC1-CUL1 inh -3.
Screening O=C(CSc1nc(-c2ccc(F)cc2)cc(C(F)(F)F)n1)NCc1ccccc1 returned ROC1-CUL1 inh 13.
For CCC1(C2CCN(C(=O)Cc3cccc(C)c3)CC2)NC(=O)N(Cc2ccc3c(c2)OCO3)C1=O (stereo unspecified) the results were ROC1-CUL1 inh -3.
Screening O=C(O)CC(Cc1ccsc1Br)C(=O)O (stereo unspecified) returned ROC1-CUL1 inh -2.
Cc1cccc(-c2nc3c4ccccc4nc(NCc4ccccc4Cl)n3n2)c1 was read as ROC1-CUL1 inh 1.
COC(=O)Cc1cc(=O)n2[nH]c(C)c(-c3ccc(Br)cc3)c2n1 was read as ROC1-CUL1 inh 7.
`O=C(O)CCC(CNS(=O)(=O)c1ccc(F)cc1)C(F)(F)F` (stereo unspecified) gave ROC1-CUL1 inh 8.
`NC(=O)C1CCN(c2csc3ccc(F)cc3c2=O)CC1` gave ROC1-CUL1 inh -9.
Screening CCOc1cccc(-c2nc3c(cnn3Cc3cccc(F)c3)[nH]2)c1O returned ROC1-CUL1 inh 8.
`Cc1[nH]c2ccccc2c1C1NC(=O)c2sc3c(c2N1)CCCC3` (stereo unspecified) gave ROC1-CUL1 inh 1.
Screening COCC(=O)NC1CC(=O)N(CC2CCCCC2)C1 (stereo unspecified) returned ROC1-CUL1 inh 1.
`Cc1cc(C)c2oc(C(=O)Nc3c(C(=O)c4ccccc4)oc4ccccc34)cc(=O)c2c1` gave ROC1-CUL1 inh -2.
For CCOC(=O)c1cn2cc(Cl)ccc2n1 the results were ROC1-CUL1 inh -3.
`CCOC(=O)Cn1c(=O)oc2cc(S(=O)(=O)N3CCN(c4cccc(C)c4)C(C)C3)ccc21` (stereo unspecified) gave ROC1-CUL1 inh -3.
COC(=O)C1=C(C)N(C)C(=O)NC1c1ccc(Br)o1 (stereo unspecified) was read as ROC1-CUL1 inh 5.
c1ccc(Cc2nnc3scnn23)cc1 was read as ROC1-CUL1 inh -9.
For CCOC(=O)C1=C(C)N(C)C(=O)NC1c1ccc(C)s1 (stereo unspecified) the results were ROC1-CUL1 inh -4.
For N#CCSc1ncnc2c1cnn2CCO the results were ROC1-CUL1 inh 5.
`Cc1cc(-c2ccc(C)c(S(=O)(=O)NC3CCCCC3)c2)on1` gave ROC1-CUL1 inh 3.
For COCc1ccc(C(=O)NCc2cccnc2Oc2ccc(C)nc2)s1 the results were ROC1-CUL1 inh 5.
Cc1cccc(NCC(O)Cn2c3ccc(I)cc3c3cc(I)ccc32)c1 (stereo unspecified) was read as ROC1-CUL1 inh 1.
For Cc1noc(C)c1S(=O)(=O)N1CCCC1C(=O)NC1CCCCC1 (stereo unspecified) the results were ROC1-CUL1 inh 10.
Cc1ccc(C(=O)Nc2ccc3oc(-c4cccc(Br)c4)nc3c2)c2ccccc12 was read as ROC1-CUL1 inh -9.

A portion of the library; the hit share may differ from the screen's.
